# SRC1 TRFRET art: counter-screen for PPARgamma SRC-1 recruitment agonists: TR-FRET artefact | TR-FRET detection artefact counter-screen, emission ratio; hits give high values | TR-FRET ratio at 8 µM | actives 0.34% (n = 99,000) | AID 1051; in the data active = TR-FRET ratio above about 2300; note: inactives centre near 1800; reference of the scale not given here
# SRC3 TRFRET art: counter-screen for PPARgamma SRC-3 recruitment agonists: TR-FRET artefact; actives 0.39% (n = 99,000); PPARgamma/SRC-3 format; hits give high values; AID 1048; TR-FRET ratio at 8 µM; in the data active = TR-FRET ratio above about 2000; note: inactives centre near 1600; reference of the scale not given here
# Numbers without * were called inactive.
mol	SRC1 TRFRET art	SRC3 TRFRET art
Cc1cc(/C=C(\C#N)C(=O)Nc2ccccc2F)c(C)[nH]1	1699	1324
COCCSc1nnc(NC(=O)C2CC(=O)N(c3ccc(OC)cc3)C2)s1 (stereo unspecified)	1885	1540
CC1CCc2c(sc3ncnc(NS(=O)(=O)c4cccs4)c23)C1 (stereo unspecified)	1655	1398
O=C(NC(=O)c1ccc(Cl)c(Cl)c1)OC1CCS(=O)(=O)C1 (stereo unspecified)	1942	1574
COc1ccc(C(=O)c2ccccc2)c(OCC(=O)NC2CC2)c1	1695	1669
COc1ccc(CN2C(=O)CCC(C(=O)O)C2c2ccccc2)cc1 (stereo unspecified)	1649	1492
Cc1nc(Cl)sc1C(=O)Nc1ccccc1	1802	1404
Cc1nc2ccc([N+](=O)[O-])cc2[nH]1	1702	1343
C=CCn1c(SCC(=O)NC2CCS(=O)(=O)C2)nnc1-c1ccncc1 (stereo unspecified)	1712	1582
COc1cccc(NC(=O)CN(c2cccc(OC)c2)S(C)(=O)=O)c1	1659	1428
O=C(CCc1ccccc1)NNC(=O)c1ccc(F)cc1	1948	1701
Fc1ccccc1C1c2[nH]c3ccccc3c2CCN1Cc1ccoc1 (stereo unspecified)	2052	1673
COc1cc(/C=N/NC(=O)c2ccc3ccccc3c2)ccc1Oc1ccc([N+](=O)[O-])cn1	1688	1797
Brc1ccc2c(c1)C(c1cccnc1)=NNC(c1cccs1)=N2	1878	1661
Cc1cc(C)c(NC(=O)c2cc(C(=O)O)ccc2C(=O)O)c([N+](=O)[O-])c1	1897	1355
CCCONC(=O)Nc1ccccc1[N+](=O)[O-]	1639	1400
Cc1cc2c(N=NC(=O)C3CC3c3ccccc3)c(O)[nH]c2cc1Br (stereo unspecified)	1668	1520
CCN(CC)S(=O)(=O)c1ccc(C(=O)NCCN(C)C)cc1	1785	1464
CCOC(=O)c1ccc(NC(=O)COc2ccc(CNCCO)cc2OCC)cc1	1564	1565
CC1(C(=O)OCC(=O)N2c3ccccc3Sc3ccccc32)CC1(Cl)Cl (stereo unspecified)	1466	1399
OC(CNCc1ccc(Cl)c(Cl)c1)c1ccccc1 (stereo unspecified)	2049	1536
COc1ccc(C(CC(=O)c2ccccc2)S(=O)(=O)c2ccccc2)cc1 (stereo unspecified)	1649	1450
Cn1c2c(c(=O)n(C)c1=O)C1c3ccccc3OCC1C(C)(C)O2 (stereo unspecified)	1856	1613
O=C(CCN1CCOCC1)c1ccc(Cl)cc1	1621	1628
O=C(Nn1cnnc1)c1cccc(S(=O)(=O)N2CCOCC2)c1	1838	1759
Cc1ccc(-n2c(C)cc(C(=O)COC(=O)c3ccc[nH]c3=O)c2C)cc1	2311	1578
Cc1nn(-c2ccccc2)c(/N=C/c2ccccc2O)c1-c1ccccc1	1941	1493
O=C(c1cc(F)ccc1F)C1CCCN(C(=O)CCN2CCCCO2)C1 (stereo unspecified)	1889	1641
O=C(CSc1nc(-c2ccccc2)ns1)N1CCOCC1	1549	1643
Cc1nn(S(=O)(=O)c2ccc(Cl)cc2)c(C)c1Sc1ccc([N+](=O)[O-])cc1	2008	1544
Cc1ccc(NC2c3ncccc3C(=O)N2Cc2cccs2)cc1 (stereo unspecified)	2002	1646
CCN1CCN(CC(=O)N2N=C(c3cccs3)CC2c2ccc(C)cc2)C(=O)C1=O (stereo unspecified)	1977	1426
O=C(Nc1cnccn1)Nc1ccc(Cl)cc1Cl	1634	1343
COc1ccccc1NS(=O)(=O)c1cc(NC(=O)C2CCCC2)ccc1N1CCOCC1	1988	1642
Nc1nonc1-c1nc2ccccc2n1Cc1ccc(Cl)cc1	1712	1666
Cc1cccc2sc(NC(=O)c3cc(S(=O)(=O)N(C)C)ccc3N3CCCC3)nc12	1659	1614
O=C(CN1CCCC1)Nc1ccc([N+](=O)[O-])cc1Cl	1603	1766
Cc1cc(N2CCCC2=O)cc(C)c1S(=O)(=O)Nc1c(C)nn(C)c1C	1916	1602
COc1ccc2c(c1)CCC/C2=N\NC(=O)c1ccoc1C	2011	1482
COc1ccc(/C=C/C2=CC(C)(C)NC(=S)N2)c(OC)c1	1778	1681

# Four of these compounds in a different format:
COc1ccc(C(=O)c2ccccc2)c(OCC(=O)NC2CC2)c1
  SRC1 TRFRET art = 1695; SRC3 TRFRET art = 1669

COc1ccc(CN2C(=O)CCC(C(=O)O)C2c2ccccc2)cc1 (stereo unspecified)
  SRC1 TRFRET art = 1649; SRC3 TRFRET art = 1492

Cc1nc(Cl)sc1C(=O)Nc1ccccc1
  SRC1 TRFRET art = 1802; SRC3 TRFRET art = 1404

Cc1nc2ccc([N+](=O)[O-])cc2[nH]1
  SRC1 TRFRET art = 1702; SRC3 TRFRET art = 1343

# Remaining list, next part:
mol	SRC1 TRFRET art	SRC3 TRFRET art
Cc1c(NC(=S)NC(=O)CC(C)C)c(=O)n(-c2ccccc2)n1C	1798	1490
CCc1ccc(Oc2cc(Cl)nc(N)n2)cc1	1626	1408
C/C(=N/NC(=O)CNC(=O)c1ccccn1)c1ccc([N+](=O)[O-])cc1	1851	1785
COc1ccc(C2(C(=O)Nc3ccc(S(N)(=O)=O)cc3)CCCC2)cc1	1986	1664
COc1ccc(C(=O)Nc2ccccc2C(=O)NC(Cc2ccc(O)cc2)C(=O)NNC(=O)c2ccc(C)cc2)cc1 (stereo unspecified)	1919	1534
Cc1ccc(S(=O)(=O)N2CCOCC2)cc1NC(=O)CSc1cccc[n+]1[O-]	2013	1661
O=C(N=Nc1c(O)[nH]c2ccc(Br)cc12)c1cc(-c2cccc3ccccc23)n[nH]1	2181	1624
O=C(COC(=O)c1ccc(CO)cc1)NCc1cccs1	1796	1436
COC(=O)/C=C1\N/C(=N\c2nc(C)cc(C)n2)N(c2ccc(C)c(C)c2)C1=O	1770	1485
COc1ccc(S(=O)(=O)NCc2ccc(C(=O)N3CCc4ccccc4C3)cc2)cc1	1672	1556
Cc1ccc(C(=O)NCCSCc2ccccc2)cc1[N+](=O)[O-]	1507	1363
Cc1csc(CN(C)C(=O)CC2C(=O)NCCN2Cc2ccc(-c3ccccc3)cc2)n1 (stereo unspecified)	1837	1604
COc1ccc(C(=O)NCc2nnc(SCC(=O)Nc3cc(C)on3)o2)cc1OC	1843	1694
CCOC(=O)c1cc(-c2ccc(OC(F)F)cc2)nc2nc(SC)[nH]c(=O)c12	2098	1897
COc1ccc(/C=C(\C#N)C(=O)Nc2cc(S(=O)(=O)N3CCCCC3)ccc2N2CCCCC2)cc1	1700	1546
Cc1cccc(C2c3[nH]c4ccccc4c3CCN2C(=O)c2noc3c2CCCC3)n1 (stereo unspecified)	1632	1681
COc1ccc(C2C(C(=O)c3cccs3)=C(O)C(=O)N2Cc2cccnc2)cc1OC (stereo unspecified)	1872	1514
NS(=O)(=O)c1ccc(NC(=O)c2ccc(S(=O)(=O)N3CCc4ccccc43)cc2)cc1	1733	1703
CCOc1ccc2nc(NCCNC(=O)C(C)(C)C)c(C)cc2c1	1388	1427
CCOC(=O)C1CCN(C(=O)Nc2ccc(Cl)cc2Cl)CC1	1743	1661
COC(=O)c1ccc(CNC(=O)c2ccc(COc3ccccc3)cc2)cc1	2022	1629
COCCCNC(=O)Cn1cc(/C=C(\C#N)C(=O)N2CCN(c3ccccc3)CC2)c2ccccc21	1704	1555
Cc1cc(C(=O)Nc2cccc3cccnc23)ccc1[N+](=O)[O-]	1725	1467
S=C(Nc1ccc(Br)cc1)N1CCCC1	1660	1576
O=c1[nH]cc([N+](=O)[O-])cc1Br	1960	1755
Cc1cc(NC(=S)N(Cc2ccc(Br)cc2)Cc2ccc(C(=O)O)cc2)ccc1Cl	1912	1602
CN(CC#CC1(O)c2ccccc2-c2ccccc21)Cc1ccccc1	1905	1551
O=C(NCCCn1ccnc1)c1cc(-c2ccccc2)on1	1950	1729
C/C(=N\NC(=O)CNC(=O)c1ccc2c(c1)OCO2)c1ccco1	1942	1668
CCc1ccc(NC(=O)c2cc(-c3ccc(F)cc3)on2)cc1	1690	1578
COC(=O)c1ccc(NS(=O)(=O)c2ccccc2)o1	1902	1424
Cc1nnc(SCC(=O)c2ccc(C(C)C)cc2)s1	1916	1558
CCOC(=O)c1[nH]c2ccccc2c1NC(=S)Nc1cccc(C)c1	2228	1819
Fc1cccc(COc2ccccc2C(=S)N2CCCC2)c1	1791	1747
CCCc1cc(=O)[nH]c(SCC(=O)Nc2ccc3c(c2)CCC3)n1	1999	1536
O=C(O)CCCN1C(=O)c2ccc(Oc3cccc([N+](=O)[O-])c3)cc2C1=O	1801	1433
Cc1ccc(Nc2nnc(C(C)(C)C)c(=O)n2N)cc1	1969	1796
CCOC(=O)c1cnc2c(c(C)nn2CC)c1NC1CC1	1822	1545
CCCn1cc(CN2CCN(Cc3ccc(C)o3)C(CCO)C2)c(C)n1 (stereo unspecified)	1674	1801
CN(CC1CCCO1)S(=O)(=O)c1ccc(C(=O)Nc2ccc3c(c2)OCO3)cc1 (stereo unspecified)	1902	1432
CCOC(=O)/C(=C\c1ccc(C)cc1)NC(=O)c1ccccc1	1692	1650
COc1ccc(/C=C/c2noc(-c3ccccc3O)n2)cc1	1824	1571
O=C(CCc1nc2ccccc2c(=O)[nH]1)Nc1ccc(N2CCCCC2)cc1	1920	1755
COC(=O)c1cc(NC(=O)c2c(Cl)cnn2C)cc(C(=O)OC)c1	1878	1458
COc1cccc(NC(=S)NC2CC(C)(C)NC(C)(C)C2)c1	1637	1584
CC(C)Sc1nc2ccc(Br)cc2[nH]1	1560	1542
CCCc1cc2c(OC(=O)CC)c(-c3ccc(C(=O)OCC)o3)c(=O)oc2cc1OC	1961	1564
O=C(c1ccc(CNc2c(N3CCOCC3)c(=O)c2=O)cc1)N1CC=C(c2ccccc2)CC1	2021	1705
COc1ccc(CCN(C)CCCN2CC(c3ccccc3)CC2=O)cc1OC (stereo unspecified)	1741	1658
COC(=O)CSc1nc(N)nc(C)c1Cl	1700	1505
Cc1ccc(NC(=O)CCOc2ccccc2)cc1S(=O)(=O)Nc1ccccc1Cl	1905	1557
COc1cccc(/C=C2\SC(=O)NC2=O)c1OCc1ccc(C(=O)O)cc1	1737	1301
COc1ccc(-c2cc(C(=O)Nc3nc4ccccc4s3)c3ccccc3n2)cc1OC	2192	1694
O=C(CCc1nnc(CCCc2ccccc2)o1)NCC(F)(F)F	1657	1677
O=C(CSCc1ccc(F)cc1)Nc1ccc(F)cc1	1702	1442
Cc1ccccc1CN1C[C@@H]2C[C@@H](c3ccc4nsnc4c3)N3CCC[C@@]23C1=O	1849	1616
CCS(=O)(=O)c1ccc2oc(Nc3ccc(C(C)(C)C)cc3)nc2c1	1834	1804
COCCCNCCCOc1ccc(C(C)(C)c2ccccc2)cc1	1840	1675
CCCCOc1ccc(Cc2c(COCC)[nH]c(=S)[nH]c2=O)cc1	1842	1642
CSc1ccc(C2C(C#N)=C(N)N(c3ccccc3)C3=C2C(=O)CCC3)cc1 (stereo unspecified)	2113	1662

# Single records, from the list above. Screens in order: SRC1 TRFRET art, SRC3 TRFRET art
# Profile of COCCCNCCCOc1ccc(C(C)(C)c2ccccc2)cc1 → 1840, 1675
# Profile of CC(C)Sc1nc2ccc(Br)cc2[nH]1 → 1560, 1542

# (further entries)
mol	SRC1 TRFRET art	SRC3 TRFRET art
Cc1cc(CNC(=O)COc2ccc(F)cc2Cl)cc(C)c1O	1699	1561
COC(=O)c1sc2ccccc2c1N	1655	1640
COC(=O)c1cc(NC(=O)C2(S(=O)(=O)c3ccc(C)cc3)CC2)cc(C(=O)OC)c1	2002	1437
COc1ccc(C2=C/C(=C/c3cccnc3)C(=O)O2)cc1OC	1689	1537
CCOC(=O)c1sc2nc3c(SCC(=O)O)cc(C(=O)c4ccccc4O)cn3c(=O)c2c1C	1804	1620
O=C(NC(=S)N1CCCCCC1)C1CC1	1792	1484
COc1ccc(CCNC(=O)C2CCCN(c3nc(C)cc(C)n3)C2)cc1 (stereo unspecified)	1752	1460
CS(=O)(=O)N(CC(=O)NCC1CCCO1)c1cccc([N+](=O)[O-])c1 (stereo unspecified)	1757	1377
Clc1cc2c(c(Cn3cnc4ccccc43)c1)OCOC2	1692	1606
COc1ccc(NC(=S)N(CCc2c(C)[nH]c3ccccc23)Cc2cccnc2)cc1	1822	1534
COc1ccc2[nH]cc(CCNC(=S)NCCc3ccccc3)c2c1	1853	1375
O=C(CSc1ccccc1)Nc1ccc(C(=O)Nc2ccc(O)cc2)cc1	1849	1821
Cc1cc(C)cc(-n2c(SC(C)C(=O)NCc3ccc4c(c3)OCO4)nc3ccccc3c2=O)c1 (stereo unspecified)	1912	1432
COc1ccccc1/C=C/C(=O)OCC(=O)NCCC1=CCCCC1	1739	1559
O=C(COn1nnc2ccccc21)N1CCN(Cc2ccccc2)CC1	1617	1644
CC(C)C(OC(=O)c1oc2ccccc2c1CSC1CCCCC1)C(=O)NC(N)=O (stereo unspecified)	1710	1559
Cc1ccc(NC(=O)COC(=O)c2ccc3c(c2)OCO3)cc1S(=O)(=O)N1CCCCC1	1650	1788
O=C(O)Cc1ccc(NC(=O)C(c2ccccc2)c2ccccc2)cc1	1832	1467

# From PubChem BioAssay
